NTR1 agonist – NTR1-driven beta-arrestin-GFP spot formation – imaging, U2OS cells, high content, primary screen (AID 493036) | hit rate 0.17% among 330,000 | P30989 | agonist mode | activation, % at 20 µM;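 active means activation at or above 40% of the spot to cytoplasm intensity ratio, with at least 20 cells analyzed; inconclusive means wells under 20 cells, flagged as cytotoxic or low count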;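 further: 0% = DMSO without peptide and 100% = 100 nM NTR1 peptide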
Target sequence (P30989 whole entry, looked up): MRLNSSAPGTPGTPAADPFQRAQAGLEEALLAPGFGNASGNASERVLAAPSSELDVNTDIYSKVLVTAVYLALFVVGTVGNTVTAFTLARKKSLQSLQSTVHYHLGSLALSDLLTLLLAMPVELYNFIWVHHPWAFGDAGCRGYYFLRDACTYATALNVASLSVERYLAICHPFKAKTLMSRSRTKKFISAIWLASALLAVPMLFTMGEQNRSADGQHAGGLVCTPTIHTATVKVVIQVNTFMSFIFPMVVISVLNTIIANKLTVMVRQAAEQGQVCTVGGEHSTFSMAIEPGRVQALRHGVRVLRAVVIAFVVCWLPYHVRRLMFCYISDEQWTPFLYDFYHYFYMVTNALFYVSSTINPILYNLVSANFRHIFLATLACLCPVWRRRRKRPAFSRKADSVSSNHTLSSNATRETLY
RSV antiviral HEp-2 – inhibition of RSV-induced cytopathic effect – HEp-2 cells, primary 10 µM value included (AID 2391); CPE inhibition, % at 10 µM, or IC50 in µM where a hit was titrated; HEp-2 cells, RSV-induced CPE inhibition; higher % means a stronger effect; hit rate 0.13% among 310,000; in the data active means a potency from the dose series; inconclusive means CPE inhibition mostly from about 23% at the one dose, without a potency; inactive means the rest, 99 in 100 with CPE inhibition below about 21%; further: strong numbers were not always called active
AID2073 – inhibitors of Mint1-CaV2.2 protein interaction, biochemical, HTRF (AID 2073) | HTRF protein-protein interaction, Mint1-CaV2.2; higher % means a stronger effect | inhibition, % at 20 µM, or IC50 in µM where a hit was titrated | hit rate 0.19% among 290,000; in the data active means inhibition mostly above about 51%, no sharp cut-off; inconclusive means no clear call, values can overlap the other calls; inactive means mostly below about 53%; further: some results filed as inactive read as strong as hits
SIAH1 antagonists – blockers of Siah-1 interaction with plectin peptide – biochemical, fluorescence polarization, rhodamine-plectin, uHTS, primary screen (AID 1817). Siah-1 / rhodamine-plectin peptide fluorescence polarization; higher % means a stronger effect. one-dose displacement, % at 20 µM; IC50 in µM for titrated hits. hit rate 0.02% among 290,000;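 active means displacement of at least 50% at 20 µM, with a fluorescence ratio check between 0.3 and a set limit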;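 further: plate controls were Siah plus tracer with DMSO for no effect and tracer alone without Siah for full effect; strong numbers were not always called active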
Rac1 GTP hydrolysis – MgcRacGAP GTPase-activating activity inhibitors, confirmation, biochemical, ADP Hunter fluorescence; AID 624330; MgcRacGAP-stimulated Rac1 GTP hydrolysis, ADP Hunter fluorescence; higher % means a stronger effect; GST-tagged Rac1 F28L mutant substrate; hit rate 0.6% among 340,000; inhibition, % at 30 µM; hits with a dose series show IC50 in µM;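 active means first-screen hits whose inhibition reached a set limit at any dose in the follow-up dose series; inconclusive means inhibition above the set first-screen limit but never retested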;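 further: fluorescence reports GDP produced by GAP-driven GTP hydrolysis; strong numbers were not always called active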
Dengue-2 NS5 capping – flavivirus cap methylation enzyme inhibition – biochemical, confirmation dose response, primary screen (AID 588689); one-dose inhibition, % at 25 µM; IC50 in µM for titrated hits; Dengue-2 NS5 methyltransferase capping enzyme assay, biochemical; higher % means a stronger effect; hit rate 0.3% among 340,000; in the data active means a potency from the dose series; inconclusive means inhibition above about 29% without an active follow-up result
SV40 large T antigen – SV40 large T antigen inhibitors, biochemical (AID 1903). hit rate 0.39% among 310,000. inhibition, % at 20 µM; hits with a dose series show IC50 in µM. SV40 large T antigen ATPase/helicase inhibition assay; higher % means a stronger effect; in the data active means a potency from the dose series; inconclusive means inhibition mostly from about 32% at the one dose, without a potency; inactive means the rest, 99 in 100 with inhibition below about 32%; further: strong numbers were not always called active
West Nile antiviral – West Nile virus antiviral activity, cell-based, CPE readout (AID 1621); West Nile virus-infected cells, CPE inhibition; higher % means a stronger effect; CPE inhibition, % at 10 µM, or IC50 in µM where a hit was titrated; hit rate 0.02% among 290,000; in the data active means a potency from the dose series; inconclusive means CPE inhibition mostly from about 3.7% at the one dose, without a potency; inactive means the rest, 99 in 100 with CPE inhibition below about 2.2%; further: strong numbers were not always called active
K1F lysis inhibition – inhibition of K1F phage lysis, E. coli UTI89, bacterial capsule biogenesis inhibitors, alamar blue (AID 488966); one-dose inhibition, % at 100 µM; IC50 in µM for titrated hits; E. coli UTI89 K1F phage lysis, alamar blue, 2 h; higher % means a stronger effect; hit rate 0.02% among 340,000;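 active means phage lysis inhibition, versus mean bacterial control, above a set limit; inconclusive means no clear call, values can overlap the other calls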;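 further: capsule biogenesis inhibitors block K1F phage lysis so surviving cells raise fluorescence; higher fluorescence means more inhibition of phage lysis; actives were called in the ten point dose series up to 300 µM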
NTR1 agonist cell count 20 µM – also measured in NTR1 agonist; calls as there; cell count; measured here: cell count, cytotoxicity flag
An asterisk follows results filed as active; [ ] = dose if it differs, or a comment.

Cc1c(NC(=O)CSc2ncn[nH]2)c(=O)n(-c2ccccc2)n1C was read as NTR1 agonist -1.1, RSV antiviral HEp-2 1.5%, AID2073 -1%, SIAH1 antagonists 1%, Rac1 GTP hydrolysis 15%, Dengue-2 NS5 capping 1%, SV40 large T antigen 3%, West Nile antiviral 0.7%, K1F lysis inhibition 1.2% and NTR1 agonist cell count 20 µM 52.
For COCC1=C(C(=O)OC)C(c2ccco2)n2ncnc2N1 (stereo unspecified) the results were NTR1 agonist -0.4, AID2073 -9%, SIAH1 antagonists -3%, SV40 large T antigen 2%, West Nile antiviral 0.4% and NTR1 agonist cell count 20 µM 54.
Screening CC(OC(=O)c1cccs1)C(=O)NCCc1ccccc1 (stereo unspecified) returned NTR1 agonist -1.4, RSV antiviral HEp-2 0.4%, AID2073 -12%, SIAH1 antagonists -1%, Rac1 GTP hydrolysis -3%, Dengue-2 NS5 capping -3%, SV40 large T antigen 6%, West Nile antiviral 0.0%, K1F lysis inhibition 0.0% and NTR1 agonist cell count 20 µM 49.
CC1CCN(C(=O)CCc2nc3cc(S(=O)(=O)N(C)C)ccc3n2C)CC1 was read as NTR1 agonist -0.7, RSV antiviral HEp-2 -1.0%, AID2073 -2%, SIAH1 antagonists -2%, Rac1 GTP hydrolysis 1%, Dengue-2 NS5 capping 1%, SV40 large T antigen 3%, West Nile antiviral 0.4%, K1F lysis inhibition 0.6% and NTR1 agonist cell count 20 µM 82.
Screening CCc1ccccc1NC(=O)CCCN1C(=O)c2cccnc2C1=O returned NTR1 agonist -1.2, RSV antiviral HEp-2 0.6%, AID2073 8%, SIAH1 antagonists 4%, Rac1 GTP hydrolysis 8%, Dengue-2 NS5 capping -7%, SV40 large T antigen 19%, West Nile antiviral -0.3%, K1F lysis inhibition 0.3% and NTR1 agonist cell count 20 µM 62.
O=C(NN1CCOCC1)c1cc(-c2ccc(Br)cc2)nc2ccccc12 was read as NTR1 agonist -1.3, RSV antiviral HEp-2 2.4%, AID2073 14%, SIAH1 antagonists 13%, Rac1 GTP hydrolysis 5%, Dengue-2 NS5 capping -2%, SV40 large T antigen 4%, West Nile antiviral 1.1%, K1F lysis inhibition 2.3%[50 µM] and NTR1 agonist cell count 20 µM 44.
COCC1CCN(Cc2cn[nH]c2-c2ccc(OC)c(F)c2)C1 (stereo unspecified) was read as NTR1 agonist -1.4, RSV antiviral HEp-2 -2.1%, AID2073 inconclusive, SIAH1 antagonists -2%, Rac1 GTP hydrolysis 13%, Dengue-2 NS5 capping -3%, SV40 large T antigen -5%, West Nile antiviral -0.1%, K1F lysis inhibition 0.6% and NTR1 agonist cell count 20 µM 56.
Cc1ccccc1OCCCC(=O)Nc1ccccc1C(F)(F)F was read as NTR1 agonist -0.7, RSV antiviral HEp-2 1.4%, AID2073 16%, SIAH1 antagonists 0%, Rac1 GTP hydrolysis 5%, Dengue-2 NS5 capping -4%, SV40 large T antigen 12%, West Nile antiviral -0.6%, K1F lysis inhibition 0.7% and NTR1 agonist cell count 20 µM 58.
`Cc1cc(C)cc(NC(=O)C2C3C=CC4(O3)C2C(=O)N(CCCN(C)C)C4C(=O)NC2CCCC(C)C2C)c1` (stereo unspecified) gave NTR1 agonist 1.7, RSV antiviral HEp-2 0.7%, AID2073 -9%, SIAH1 antagonists 0%, Rac1 GTP hydrolysis 2%, Dengue-2 NS5 capping -6%, SV40 large T antigen 4%, West Nile antiviral -0.4%, K1F lysis inhibition -1.2% and NTR1 agonist cell count 20 µM 48.
O=C(CN(Cc1ccc(Br)cc1)S(=O)(=O)c1ccccc1)NCc1cccnc1 was read as NTR1 agonist -0.1, RSV antiviral HEp-2 1.0%, AID2073 4%, SIAH1 antagonists 0%, Rac1 GTP hydrolysis 10%, Dengue-2 NS5 capping -7%, SV40 large T antigen 3%, West Nile antiviral -0.3%, K1F lysis inhibition -0.3% and NTR1 agonist cell count 20 µM 47.
Screening NC(=O)c1ccc(NC(=O)CCCN2C(=O)NC3(CCCC3)C2=O)cc1 returned NTR1 agonist -0.7, RSV antiviral HEp-2 1.1%, Rac1 GTP hydrolysis 3%, Dengue-2 NS5 capping -9%, K1F lysis inhibition 1.8%[50 µM] and NTR1 agonist cell count 20 µM 59.
COc1ccc(-c2noc(CN(C(=O)c3c(-c4ccccc4Cl)noc3C)C(C)C)n2)cc1 was read as NTR1 agonist 3.3, RSV antiviral HEp-2 3.7%, AID2073 -6%, SIAH1 antagonists -3%, Rac1 GTP hydrolysis 6%, Dengue-2 NS5 capping -3%, SV40 large T antigen 7%, West Nile antiviral 1.3%, K1F lysis inhibition 0.5% and NTR1 agonist cell count 20 µM 52.
For O=C(c1cc(=O)[nH]c2ccccc12)N1CCN(c2cccc(C(F)(F)F)c2)CC1 the results were NTR1 agonist 1.1, RSV antiviral HEp-2 4.2%, AID2073 1%, SIAH1 antagonists -7%, Rac1 GTP hydrolysis 1%, Dengue-2 NS5 capping -9%, SV40 large T antigen 10%, West Nile antiviral -0.7%, K1F lysis inhibition 1.9% and NTR1 agonist cell count 20 µM 51.
`COc1ccc(C2CC(=O)c3cnc(NC(=O)c4cc(OC)cc(OC)c4)nc3C2)cc1` (stereo unspecified) gave NTR1 agonist -1.6, RSV antiviral HEp-2 0.2%, AID2073 -2%, SIAH1 antagonists 1%, Rac1 GTP hydrolysis 9%, Dengue-2 NS5 capping -4%, SV40 large T antigen 22%, West Nile antiviral -0.4%, K1F lysis inhibition 0.4% and NTR1 agonist cell count 20 µM 41.
Cc1cnc(C(=O)OCC(=O)Nc2cccc(C)c2C)cn1 was read as NTR1 agonist -1.4, Rac1 GTP hydrolysis 1%, Dengue-2 NS5 capping 0%, K1F lysis inhibition 0.6%[50 µM] and NTR1 agonist cell count 20 µM 51.
O=C(CCC1COc2ccccc2O1)NC1CCCCC1 (stereo unspecified) was read as NTR1 agonist -2.5, RSV antiviral HEp-2 2.7%, AID2073 -1%, SIAH1 antagonists 1%, Rac1 GTP hydrolysis -2%, Dengue-2 NS5 capping -4%, SV40 large T antigen 1%, West Nile antiviral 0.9%, K1F lysis inhibition 4.0% and NTR1 agonist cell count 20 µM 68.
Screening COc1cc(OC)c(C(=S)N2CCCC2)cc1OC returned NTR1 agonist -1.0, RSV antiviral HEp-2 0.7%, AID2073 -6%, SIAH1 antagonists 0%, Rac1 GTP hydrolysis 7%, Dengue-2 NS5 capping -4%, SV40 large T antigen 6%, West Nile antiviral -0.2%, K1F lysis inhibition 0.0% and NTR1 agonist cell count 20 µM 53.
`CC1CN(C(=O)CCC(=O)NCCCc2ccccc2)c2ccccc2O1` (stereo unspecified) gave NTR1 agonist 0.3, RSV antiviral HEp-2 2.6%, AID2073 7%, SIAH1 antagonists 3%, Rac1 GTP hydrolysis 7%, Dengue-2 NS5 capping -3%, SV40 large T antigen 16%, West Nile antiviral -0.7%, K1F lysis inhibition 3.3% and NTR1 agonist cell count 20 µM 91.
Screening COc1ccc(-n2c(SCC(=O)Nc3ccc(C(=O)O)cc3)nnc2-c2ccccc2)cc1OC returned NTR1 agonist -1.3, RSV antiviral HEp-2 4.6%, AID2073 10%, SIAH1 antagonists -3%, Rac1 GTP hydrolysis 10%, Dengue-2 NS5 capping -7%, SV40 large T antigen 6%, West Nile antiviral 0.9%, K1F lysis inhibition 0.1% and NTR1 agonist cell count 20 µM 44.
For Cc1c(OCC(=O)NCC(O)c2ccccc2)ccc2c(-c3ccccc3)cc(=O)oc12 (stereo unspecified) the results were NTR1 agonist 8.5, RSV antiviral HEp-2 0.8%, AID2073 1%, SIAH1 antagonists -4%, Rac1 GTP hydrolysis 6%, Dengue-2 NS5 capping -8%, SV40 large T antigen 6%, West Nile antiviral -1.1%, K1F lysis inhibition 0.5% and NTR1 agonist cell count 20 µM 97.
For O=C(N/C(=C/c1ccc(Br)cc1)C(=O)N1CCCC1)c1ccccc1F the results were NTR1 agonist 0.7, RSV antiviral HEp-2 2.6%, AID2073 1%, SIAH1 antagonists -5%, Rac1 GTP hydrolysis 12%, Dengue-2 NS5 capping 2%, SV40 large T antigen 12%, West Nile antiviral -1.1%, K1F lysis inhibition 1.4% and NTR1 agonist cell count 20 µM 70.
Screening O=C(O)C1=NOC(CNc2ncc(C(F)(F)F)cc2Cl)C1 (stereo unspecified) returned NTR1 agonist -2.2, RSV antiviral HEp-2 1.9%, AID2073 8%, SIAH1 antagonists 1%, Rac1 GTP hydrolysis 7%, SV40 large T antigen 18%, West Nile antiviral 0.0%, K1F lysis inhibition 3.5% and NTR1 agonist cell count 20 µM 89.
Cc1ccnc(N/C=C/C(=O)c2ccc(Br)cc2)c1 was read as NTR1 agonist -1.5, RSV antiviral HEp-2 3.1%, AID2073 11%, SIAH1 antagonists -6%, Rac1 GTP hydrolysis 7%, Dengue-2 NS5 capping -13%, SV40 large T antigen 0%, West Nile antiviral -0.3%, K1F lysis inhibition -0.7%[50 µM] and NTR1 agonist cell count 20 µM 90.
`O=C(N/C(=C/c1cccc([N+](=O)[O-])c1)C(=O)N1CCCC1)c1ccccc1` gave NTR1 agonist -0.4, RSV antiviral HEp-2 0.4%, AID2073 5%, SIAH1 antagonists -6%, Rac1 GTP hydrolysis 0%, Dengue-2 NS5 capping -2%, SV40 large T antigen -2%, West Nile antiviral -1.1%, K1F lysis inhibition 0.3% and NTR1 agonist cell count 20 µM 50.
Screening COc1cc(C(=O)Oc2c(OC)cc(C(=S)N3CCOCC3)cc2OC)cc(OC)c1OC returned NTR1 agonist 0.4, RSV antiviral HEp-2 -0.5%, AID2073 4%, SIAH1 antagonists 11%, Rac1 GTP hydrolysis 5%, Dengue-2 NS5 capping -5%, SV40 large T antigen 10%, West Nile antiviral -0.7%, K1F lysis inhibition 0.5% and NTR1 agonist cell count 20 µM 64.
Screening O=C(OCC1OC(Oc2ccc(O)cc2)C(O)C(O)C1O)c1ccccc1 (stereo unspecified) returned NTR1 agonist -2.6, Rac1 GTP hydrolysis 8%, Dengue-2 NS5 capping 3%, SV40 large T antigen 32%, K1F lysis inhibition 10% and NTR1 agonist cell count 20 µM 93.
Cc1nc(C)c(C)nc1C was read as NTR1 agonist -2.0, RSV antiviral HEp-2 0.9%, AID2073 11%, SIAH1 antagonists -4%, SV40 large T antigen 7% and NTR1 agonist cell count 20 µM 50.
Screening O=C(CC1S/C(=N/N=C2CCCCCC2)NC1=O)Nc1ccccc1C(F)(F)F (stereo unspecified) returned NTR1 agonist -0.3, RSV antiviral HEp-2 1.3%, AID2073 8%, SIAH1 antagonists -5%, Rac1 GTP hydrolysis 6%, Dengue-2 NS5 capping -4%, SV40 large T antigen -1%, West Nile antiviral 0.2%, K1F lysis inhibition -0.1% and NTR1 agonist cell count 20 µM 42.

Compound activity: PubChem BioAssay, several laboratories
